# Assay outcomes (PubChem)
# FXIa inh 1536 = human FXIa protease inhibitors, primary screen, biochemical, 1536-well. Coagulation factor XI (Homo sapiens), P03951. purified FXIa, Boc-Glu-Ala-Arg-AMC fluorogenic substrate. inhibition, % at 5 µM. hit rate 0.14% among 220,000. AID 798, 2007;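 active = inhibition of at least 40%; inactive = inhibition below 40%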;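 note: fluorescence of freed AMC excited at 355 nm; 0% = enzyme without compound and 100% = no enzyme blank; many of its hits are not listed in these tables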
# Target sequence (P03951 19-387 limits assumed): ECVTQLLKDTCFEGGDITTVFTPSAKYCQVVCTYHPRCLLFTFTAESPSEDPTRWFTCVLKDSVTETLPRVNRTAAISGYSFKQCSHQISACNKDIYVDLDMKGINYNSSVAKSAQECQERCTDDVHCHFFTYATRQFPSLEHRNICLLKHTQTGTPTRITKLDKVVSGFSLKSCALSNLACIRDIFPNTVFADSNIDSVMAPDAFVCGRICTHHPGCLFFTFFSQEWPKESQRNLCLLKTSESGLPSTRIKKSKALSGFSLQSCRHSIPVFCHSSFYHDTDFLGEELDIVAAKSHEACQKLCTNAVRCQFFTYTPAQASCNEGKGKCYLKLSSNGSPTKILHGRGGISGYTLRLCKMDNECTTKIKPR
# Target sequence (P03951 388-625 limits assumed): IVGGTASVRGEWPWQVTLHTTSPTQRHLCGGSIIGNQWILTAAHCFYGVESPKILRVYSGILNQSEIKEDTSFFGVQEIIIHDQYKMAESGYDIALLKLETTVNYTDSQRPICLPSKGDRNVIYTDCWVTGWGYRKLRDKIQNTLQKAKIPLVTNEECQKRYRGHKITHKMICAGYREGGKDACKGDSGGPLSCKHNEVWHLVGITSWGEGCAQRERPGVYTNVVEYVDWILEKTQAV
# hK5 inh = human KLK5 protease inhibitors, primary screen, biochemical, 1536-well. hit rate 0.59% among 210,000. recombinant hK5, fluorogenic AMC substrate cleavage. inhibition, % at 5 µM;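 active = inhibition of 40% or more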;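 note: 0% = enzyme controls without compound and 100% = no-enzyme blanks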
# Target sequence (Q9Y337 67-293 limits assumed): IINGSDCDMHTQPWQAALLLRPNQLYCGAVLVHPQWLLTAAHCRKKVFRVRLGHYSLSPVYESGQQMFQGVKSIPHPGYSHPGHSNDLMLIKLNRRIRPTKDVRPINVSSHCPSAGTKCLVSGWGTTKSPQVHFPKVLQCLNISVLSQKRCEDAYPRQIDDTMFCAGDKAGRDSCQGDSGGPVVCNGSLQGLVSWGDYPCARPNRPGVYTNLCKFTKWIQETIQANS
# FXIIa inh = human FXIIa protease inhibitors, primary screen, biochemical, 1536-well; Coagulation factor XII (Homo sapiens), P00748; purified FXIIa, Boc-QGR-AMC fluorogenic substrate, 2 h; inhibition, % at 5 µM; hit rate 0.3% among 220,000; AID 800, 2007; in the data active = inhibition above about 40%;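 note: 0% = enzyme with no compound and 100% = blank without enzyme; many of its hits are not listed in these tables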
# Runt-SMMHC FRET = inhibitors of RUNX1 Runt–CBFb-SMMHC binding, primary screen, biochemical, FRET, Cerulean-Runt, Venus-CBFb-SMMHC, uHTS; hit rate 0.74% among 220,000; AID 1434, 2008; Runt-related transcription factor 1 (Homo sapiens) + Core-binding factor subunit beta …; Cerulean-Runt/Venus-CBFb-SMMHC FRET ratio 530/480, 1 h; inhibition, % at 20 µM;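 active = mean inhibition across duplicate retests at 20 µM reaching about 50%, limit read from the data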;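 note: 0% = DMSO wells and 100% = wells with excess untagged CBFb-SMMHC; inhibitors lower the FRET ratio by blocking Runt binding to CBFb-SMMHC; some results filed as inactive read as strong as hits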
# Runt-CBFb FRET = inhibitors of RUNX1 Runt–CBFb binding, primary screen, biochemical, FRET, Cerulean-Runt, Venus-CBFb, uHTS; AID 1496, 2009; hit rate 0.46% among 220,000; inhibition, % at 20 µM; Cerulean-Runt/Venus-CBFb FRET ratio 530/480, 1 h; Runt-related transcription factor 1 (Homo sapiens) + Core-binding factor subunit beta …;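 active = inhibition over about 50% at 20 µM in the single-dose screen, limit read from the data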;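 note: 0% = DMSO wells and 100% = excess unlabeled CBFb competitor control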
#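 test system = Cerulean-Runt domain fusion protein, energy donor | probe or stimulus = Venus-CBFb binding partner, 100 nM | incubation = two 1 h room-temperature incubations shielded from light | detection = fluorescence energy transfer, 422 nm excitation, 530/480 nm emission | measure = loss of energy transfer signal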
# Wee1 stabilizer = Wee1 degradation inhibitors, primary screen, cell-based, HeLa, Wee1K328M-luciferase, luminescence; Wee1-like protein kinase (Homo sapiens), P30291; HeLa Luc-Wee1K328M stability; 100% = proteasome inhibitor MG132 effect; reporter increase, % at 5 µM; hit rate 1.2% among 220,000;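 active = activation above the mean of all tested compounds plus 3 SD, set per screening run, cut at about 8.8% in these data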;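 note: cells exposed to compound for 20 h before luminescence read; 0% = DMSO alone and 100% = MG132 at 30 µM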
# Thrombin inh = human alpha-thrombin inhibitors, primary screen, counter-screen for coagulation protease inhibitor project, biochemical, 1536-well, fluorogenic AMC substrate; Prothrombin (Homo sapiens), P00734; Boc-VPR-AMC fluorogenic substrate cleavage; inhibition, % at 5 µM; AID 1046, 2008; hit rate 0.26% among 220,000;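 active = inhibition at or above 40%; inactive = inhibition below 40%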;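 note: 0% = enzyme with no compound and 100% = wells without enzyme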
#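 Material: Human alpha-thrombin protein | Buffer or medium: pH 7.5 Tris-saline with Tween 20 | Reagent: Boc-VPR-AMC substrate, 15 µM final | Schedule: Reaction at ambient temperature | Detection: AMC fluorescence at 355 nm excitation and 460 nm emission | Evaluation: Percent inhibition scaled between no-compound controls and no-enzyme blanks | Controls: no-compound enzyme wells and no-enzyme blanks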
# 14-3-3 Bad inh = inhibitors of 14-3-3 zeta/Bad binding, primary screen, biochemical, TR-FRET, bovine 14-3-3 zeta | 14-3-3 protein zeta/delta (Bos taurus), P63103 | TR-FRET 14-3-3zeta/Dy647-pBad peptide displacement, 1 h | inhibition, % at 21.7 µM | hit rate 0.71% among 220,000 | AID 781, 2007;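 active = inhibition above about 70%, limit read from the data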;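 note: 0% = full 14-3-3 plus peptide FRET controls and 100% = background without 14-3-3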
# Hck-Nef inh = inhibitors of Nef-activated human Hck kinase, primary screen, biochemical, Z-Lyte FRET, 384-well, Hck-YEEI. Tyrosine-protein kinase HCK (Homo sapiens), P08631. Recombinant Hck-YEEI plus Nef, Z-Lyte FRET kinase assay. inhibition, % at 20 µM. hit rate 0.68% among 220,000. AID 463187, 2010;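 active = Hck-Nef kinase inhibition above about 50%, limit read from the data; inactive = inhibition below that limit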;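 note: 0% = DMSO with Hck plus Nef and 100% = Hck alone without Nef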
# Active calls of the source: *; · = not tested or not shown; [ ] = dose if it differs, or a comment.
smiles | FXIa inh 1536 | hK5 inh | FXIIa inh | Runt-SMMHC FRET | Runt-CBFb FRET | Wee1 stabilizer | Thrombin inh | 14-3-3 Bad inh | Hck-Nef inh
CN1CCCN(CC(O)COCc2cccs2)CC1 (centres undefined) | 1 | -16 | 9 | 8 | -2 | 3 | 2 | 0 | 0
Cc1ccc(NC(=S)NNC(=O)c2ccccc2O)c(C)c1 | 0 | · | 6 | 2 | 5 | 0 | -3 | -9 | -2
COc1ccc(-n2c(C)cc(C3=NNC(=NC4CC4)SC3)c2C)cc1 | 2 | 2 | 13 | 0 | 7 | 3 | 0 | -14 | 31
O=c1c2ccccc2c(-c2ccccc2)nn1-c1cc(Cl)ccc1[N+](=O)[O-] | -1 | -6 | 13 | 0 | 2 | -3 | -1 | 15 | 1
Cn1nnnc1SCC(=O)c1cccs1 | -3 | -15 | 5 | -4 | 2 | -1 | -9 | 6 | -1
CCCCCCNC(=O)CCNC(=O)c1cc(OC)c(OC)c(OC)c1 | 0 | 4 | 6 | 1 | 0 | -1 | -3 | 4[fluorescence artefact?] | 0
CC(C)N(Cc1cn(C)nc1-c1cccc(Cl)c1)CC1CCC(=O)N1 (centres undefined) | 0 | 3 | 6 | -1 | -1 | -1 | -5 | -4 | 14
Cc1cccc(Nc2ccccc2C(=O)OCC(=O)NCc2ccco2)c1C | -8 | -30 | -3 | 1 | 0 | 0 | 2 | -2 | 2
CN(C)/N=C/c1ccc(N2CCOCC2)cc1 | -4 | -1 | 4 | -1 | 1 | 4 | -11 | -7 | 0
Cc1ccc(-c2ccc(CCC(=O)O)n2NC(=O)c2cccs2)cc1 | 2 | 13 | 13 | 63* | 32 | 2 | -5 | -13 | 9
CCC(C)C(NC(N)=O)C(=O)NC1CCC(C)CC1 (centres undefined) | -1 | 2 | 10 | -2 | -2 | -1 | -10 | -2 | 15
Cc1cc(C)n2nc(SCC(=O)N3CCc4ccccc43)nc2n1 | -2 | -2 | 9 | -2 | -4 | 3 | -3 | -8 | 2
CCN1CCN(C(=O)c2ccc(Cl)c(S(=O)(=O)N3CCOCC3)c2)CC1 | 3 | 18 | 17 | -1 | -4 | 0 | 2 | 7[fluorescence artefact?] | -12
Cc1ccc(NC(=O)C23CCC(C)(C(=O)[C@H]2Br)C3(C)C)cc1 (some centres undefined) | 4 | 3 | 9 | 1 | -1 | 10* | 4 | 0 | 15
O=C(COC(=O)c1ccc(Cl)c(S(=O)(=O)N2CCCC2)c1)NC1CCCCC1 | 5 | 8 | 7 | -1 | -2 | -2 | -3 | -13 | 23
Cc1cc(-c2ccccc2)c2c(n1)sc1c(O)cc(=O)[nH]c12 | 2 | 4 | 7 | 5 | 22 | 0 | -2 | -7 | 20
CCCCCC(=O)N1CC2(CC(c3cccc(NC(=O)CC)c3)=NO2)C[C@H]1C(N)=O (some centres undefined) | 1 | 2 | 7 | 1 | 1 | · | -4 | 1 | 25
CC(OC(=O)C1=COCCO1)C(=O)Nc1cccc(S(=O)(=O)N2CCOCC2)c1 (centres undefined) | 3 | 3 | 10 | -1 | 0 | -2 | 4 | 3 | 21
Cc1ccc(S(=O)(=O)NC(=O)c2cc(C)n(C3CC3)c2C)cc1 | 3 | 7 | 12 | -3 | 0 | 0 | 0 | -15 | -1
COc1ccc(OC)c(/C=C/C(=O)OCC(=O)c2c(N)n(C)c(=O)n(C)c2=O)c1 | -4 | -4 | 1 | 9 | 1 | -1 | -4 | -3 | 22

# Molecules above containing an aryl thioether with sulfur outside any ring (two):
smiles | FXIa inh 1536 | hK5 inh | FXIIa inh | Runt-SMMHC FRET | Runt-CBFb FRET | Wee1 stabilizer | Thrombin inh | 14-3-3 Bad inh | Hck-Nef inh
Cn1nnnc1SCC(=O)c1cccs1 | -3 | -15 | 5 | -4 | 2 | -1 | -9 | 6 | -1
Cc1cc(C)n2nc(SCC(=O)N3CCc4ccccc43)nc2n1 | -2 | -2 | 9 | -2 | -4 | 3 | -3 | -8 | 2

# The list continues:
# Value order – FXIa inh 1536, hK5 inh, FXIIa inh, Runt-SMMHC FRET, Runt-CBFb FRET, Wee1 stabilizer, Thrombin inh, 14-3-3 Bad inh, Hck-Nef inh
> O=C1OC(OC2CCCCC2)(c2ccccc2)c2ccccc21 (centres undefined)
    0, -18, 12, -3, -3, -3, 0, -6[fluorescence artefact?], 2
> COc1ccc(-c2cc3ncc(C(C)=O)c(C)n3n2)cc1
    -7, -1, 3, ·, ·, -2, -14, 1, 25
> CO/N=C(/CNC(=O)c1ccc(F)cc1)c1ccc(Cl)cc1
    6, -17, 19, -2, ·, 1, 0, 1, 1
> Cc1ccccc1/C(N)=N/OC(=O)c1cccs1
    9, -1, 16, 2, -2, 3, 4, -7, 3
> Cc1nc([N+](=O)[O-])cn1CC(=O)NCCCO
    10, -4, 9, 3, -1, 1, -3, 15, 4
> COC(=O)Cc1c(O)ccn(C2CC2)c1=O
    -6, -5, 6, -2, -1, -2, 7, -6, -14
> Cc1ccc2c(CC(=O)Nc3sccc3C(N)=O)coc2c1
    -2, -23, 7, -5, -2, 3, -5, -13, 0
> CCCNC(=O)c1ccc(CNc2c(N3CCC(C(=O)OCC)CC3)c(=O)c2=O)cc1
    -5, 2, 2, 1, -2, -5, -4, 3[fluorescence artefact?], 2
> Oc1ccccc1/C=N/N1CCN(c2ccccn2)CC1
    6, 1, 8, 1, 2, 1, -6, -5, -17
> CC(=O)Nc1ccc(CN2CCN(c3cccc(C(F)(F)F)c3)CC2)cc1
    -4, -1, 7, 0, 1, -3, 0, 34, 0
> O=S(=O)(c1ccccc1)N1CCC(n2nnc3cc(F)ccc32)CC1
    0, -1, 12, 0, 1, 0, -2, -8, 0
> COc1ccccc1-c1cc(-c2ccc(C)cc2)nc(SCc2nnc(-c3ccccc3)o2)c1C#N
    -3, 3, 6, 9, 6, -2, -5, -1[fluorescence artefact?], 5
> CSc1nn2c(C)c(C)c(C)nc2c1C#N
    -4, -5, 1, -2, 1, -2, -12, 16, 4
> COc1ccc(NC(=O)c2nc[nH]c2C(=O)NCC(=O)OC(C)(C)C)cc1
    0, -2, 2, 0, -2, ·, -3, -2, 31
> O=C(Nc1ncn[nH]1)c1ccc(Cl)c(S(=O)(=O)N2CCCCCC2)c1
    -5, -17, 0, 2, 0, -1, -6, -3, 1
> C#CCOCCOCCOCCNc1nc(N2CCN(C(=O)[C@H](CCC(=O)O)n3cc(C(N)Cc4ccc(O)cc4)nn3)CC2)nc(N2CCN(C(=O)[C@H](Cc3ccc(O)cc3)n3cc(C(N)[C@H](C)CC)nn3)CC2)n1 (some centres undefined)
    7, 11, 28, -5, 0, ·, 5, 19, 17
> O=C(Nc1ccccc1)C1=C[C@H](C2CC2)C[C@H](OCCCCO)O1
    4, 1, 6, -7, -1, -1, -1, 7, -3
> N#CC1=C(SCC(=O)Nc2cccc3cccnc23)NC(=O)C(C#N)C12CCCCC2 (centres undefined)
    1, 0, 10, -2, 3, -1, 3, 57, 1
> CCOc1ccc(S(=O)(=O)Nc2ccccc2C(=O)N/N=C/c2c(OC)ccc3ccccc23)cc1
    7, -6, 10, -5, -2, -3, -4, 2, 1
> CCOc1ccc(NC(=O)CN(c2cccc(C(F)(F)F)c2)S(C)(=O)=O)cc1
    -5, -28, 7, 1, 1, 3, -10, 2, 0

# An excerpt from above, showing only Runt-SMMHC FRET, 14-3-3 Bad inh and FXIIa inh.
SMILES | Runt-SMMHC FRET | 14-3-3 Bad inh | FXIIa inh
O=C(Nc1ccccc1)C1=C[C@H](C2CC2)C[C@H](OCCCCO)O1 | -7 | 7 | 6
N#CC1=C(SCC(=O)Nc2cccc3cccnc23)NC(=O)C(C#N)C12CCCCC2 (centres undefined) | -2 | 57 | 10
CCOc1ccc(S(=O)(=O)Nc2ccccc2C(=O)N/N=C/c2c(OC)ccc3ccccc23)cc1 | -5 | 2 | 10

# More compounds:
# Value order – FXIa inh 1536, hK5 inh, FXIIa inh, Runt-SMMHC FRET, Runt-CBFb FRET, Wee1 stabilizer, Thrombin inh, 14-3-3 Bad inh, Hck-Nef inh
> Cc1cc(NC(=O)CSc2nnc(-c3ccncc3)n2-c2ccc(F)cc2)no1
    -4, -7, 1, -4, 0, -4, -5, -2, 1
> COCCNC(=O)c1nn2cccnc2c1Cl
    -2, -14, 8, -2, 1, 0, -5, 0, -2
> O=C(Nc1ccc(Cl)cc1F)C1CCN(S(=O)(=O)c2cccnc2)CC1
    -15, 5, 0, -3, 0, 1, -7, -12, 11
> COc1cc(C2c3c(-c4ccccc4O)n[nH]c3C(=O)N2Cc2ccco2)cc(OC)c1OC (centres undefined)
    -1, -2, 2, 1, 1, 1, -3, 2, 8
> O=C(/C=C/c1cccc2ccccc12)c1ccncc1
    -6, -1, 0, -2, 8, -2, -8, 1[fluorescence artefact?], 1
> CCOc1ccc(S(=O)(=O)/N=C(/c2ccccc2)N(C)C)cc1
    -1, ·, 7, 1, 0, 0, -1, -5, 4
> CC1(C)CC(=O)/C(=N/Nc2ccc(Cl)cc2)CO1
    -4, 0, -3, 0, 0, 5, -8, -6, 19
> CCOC(=O)NC(=O)c1cn(N(C)c2ncc(C(F)(F)F)cc2Cl)c(=O)[nH]c1=O
    5, 2, 12, 0, 0, 3, 3, -5, 0
> CCN(CC)S(=O)(=O)c1ccc(OC)c(NC(=O)c2cc(=O)[nH]c3ccccc23)c1
    8, 12, 9, 3, -4, -1, 9, 12, -3
> Nc1c(S(=O)(=O)c2ccccc2)c2nc3ccccc3nc2n1CCN1CCOCC1
    2, -3, 1, 7, 1, 4, 0, 5, 19
> Cc1noc(/C=C/c2cccs2)c1S(=O)(=O)N1CCC(C(=O)NCCCN2CCC(C)CC2)CC1
    -2, ·, 7, 3, 0, -3, -8, 6, 9
> O=C(NNC(=S)Nc1ccccc1)c1ccncc1
    -3, -53, 7, 5, 3, -1, 0, 3, 1
> CC(=O)N=C1SC2CS(=O)(=O)CC2N1Cc1ccc(C)cc1 (centres undefined)
    -8, 2, -2, -2, -1, -2, -7, -1, 4
> COc1cccc(C(=O)CC(C(=O)O)c2ccc(F)cc2)c1 (centres undefined)
    -4, -4, 5, -3, 3, 0, -5, -11, 20
